Wnt act – activates Wnt/beta-catenin signaling in a reporter cell assay; activator, plate reader; activation, % at 9.35 µM; 300,000 compounds, 1.2% hits; in the data active means activation above about 30%, passing the limit was not always enough;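 further: 0% = neutral control wells and 100% = positive control wells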
PvdQ inh – P. aeruginosa PvdQ acylase inhibition | 340,000 compounds, 0.063% hits | purified PvdQ acylase, fluorescence plate reader | inhibition, % at 10 µM | AID 488965; in the data active means inhibition above about 30%, passing the limit was not always enough;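 further: 0% = vehicle neutral wells and 100% = reference inhibitor wells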
V-ATPase pHluor – regulators of yeast V-ATPase proton transport | S. cerevisiae, pHLuorin cytosolic pH fluorescence | response, % at 10 µM | 350,000 compounds, 0.37% hits | AID 504577; in the data active means response mostly above about 7.3%, no sharp cut-off; inactive means mostly below about 5.4%; further: actives read high; inactives centre near 0; some compounds called inactive have numbers as strong as hits; reference of the scale not given here
dFosB act – mouse delta FosB homodimer activation | 340,000 compounds, 0.99% hits | AID 493131 | activation, % at 25 µM | P13346 | purified delta FosB, TAMRA-CDK5 oligo fluorescence polarization; percent of positive-control signal above neutral wells;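 active means mean activation above about 17%, with every replicate also reaching it, limit read from the data, passing the limit was not always enough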;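 further: fluorescence polarization rise as delta FosB binds a TAMRA Cdk5 AP-1 oligo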
NSD2 HMT inh – inhibitors of human histone methyltransferase NSD2 | NSD2 peptide methylation, AlphaScreen, 120 min | O96028 | 310,000 compounds, 0.54% hits | inhibition, % at 12.5 µM; in the data active means inhibition above about 50%
CDK5 p35 inh – blocks human CDK5/p35 kinase activity | Recombinant CDK5/p35, ADP-Glo luminescence, 60 min | inhibition, % at 10 µM | 330,000 compounds, 0.01% hits | Q00535+Q15078 | AID 488839;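 active means highest replicate inhibition of at least 50% and at least 75% of replicates reaching 50%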;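 further: plate controls were DMSO neutral control for no effect and GW8510 at 10 µM for full effect; many of its hits are not listed in these tables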
HTR5A ag ctr – HTR5A agonism, opioid heterodimer counter-screen; 340,000 compounds, 0.61% hits; activation, % at 9.3 µM; HTR5A agonist assay, luminescence, cell-based; AID 504692; in the data active means activation mostly above about 9.5%, no sharp cut-off; inactive means mostly below about 7.6%;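 further: 0% = cells with vehicle only and 100% = reference agonist; strong numbers were not always called active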
Target sequence (P47898 whole entry, looked up): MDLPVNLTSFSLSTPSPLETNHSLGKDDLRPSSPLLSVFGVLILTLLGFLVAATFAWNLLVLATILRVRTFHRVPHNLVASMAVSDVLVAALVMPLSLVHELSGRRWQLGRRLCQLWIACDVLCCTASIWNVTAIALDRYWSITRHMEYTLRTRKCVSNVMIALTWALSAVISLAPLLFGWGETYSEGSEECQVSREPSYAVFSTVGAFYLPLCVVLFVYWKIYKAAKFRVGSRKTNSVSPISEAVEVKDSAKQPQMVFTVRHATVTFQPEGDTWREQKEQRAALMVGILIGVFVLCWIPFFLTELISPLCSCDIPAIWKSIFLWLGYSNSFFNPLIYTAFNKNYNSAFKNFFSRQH
SR-BI HDL uptake – inhibitors of mouse SR-BI mediated HDL lipid uptake; Q61009; ldlA[mSR-BI] CHO cells, DiI-HDL uptake fluorescence, 3 h; inhibition, % at 12.5 µM; 320,000 compounds, 0.96% hits; AID 488896;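 active means mean replicate inhibition of at least 70% and a set share of replicates each scoring 70 or more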;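 further: 0% = median of neutral control wells and 100% = median of positive control wells; values of inactives mirror those of a sister screen read the other way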
Target sequence (Q61009 whole entry, looked up): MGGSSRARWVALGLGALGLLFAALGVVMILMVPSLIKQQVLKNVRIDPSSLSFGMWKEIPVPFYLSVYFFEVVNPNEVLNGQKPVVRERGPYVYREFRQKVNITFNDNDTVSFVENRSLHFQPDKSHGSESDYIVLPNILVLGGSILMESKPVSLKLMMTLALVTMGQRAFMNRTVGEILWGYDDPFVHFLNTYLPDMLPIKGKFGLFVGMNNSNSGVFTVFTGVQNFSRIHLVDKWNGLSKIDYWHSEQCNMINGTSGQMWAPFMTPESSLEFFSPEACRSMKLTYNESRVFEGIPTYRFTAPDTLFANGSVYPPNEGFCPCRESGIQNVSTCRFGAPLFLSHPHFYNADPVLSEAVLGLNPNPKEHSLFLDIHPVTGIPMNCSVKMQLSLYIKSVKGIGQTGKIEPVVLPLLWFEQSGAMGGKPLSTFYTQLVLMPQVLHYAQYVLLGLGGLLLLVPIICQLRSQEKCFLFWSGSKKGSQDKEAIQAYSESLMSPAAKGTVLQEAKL
MITF act – activators of MITF-driven TRPM1 promoter activity in SK-MEL-5 cells; SK-MEL-5 TRPM1-promoter luciferase, 24 h; % of positive control, neutral wells = 0; 300,000 compounds, 0.75% hits; activation, % at 12.5 µM;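 active means mean activation of at least 80% with every replicate also reaching 80%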;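 further: 0% = neutral control wells and 100% = parthenolide positive control wells; values of inactives mirror those of a sister screen read the other way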
HTR5A inv ctr – HTR5A inverse agonism, opioid heterodimer counter-screen | 340,000 compounds, 0.083% hits | HTR5A cell line, luminescence | inhibition, % at 9.3 µM; in the data active means inhibition mostly above about 23%, no sharp cut-off; inactive means mostly below about 18%;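 further: 0% = cells with DMSO and 100% = no-cell wells with DMSO; some compounds called inactive have numbers as strong as hits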
* hit, by the source's call; nt = not tested or not shown.

SMILES	Wnt act	PvdQ inh	V-ATPase pHluor	dFosB act	NSD2 HMT inh	CDK5 p35 inh	HTR5A ag ctr	SR-BI HDL uptake	MITF act	HTR5A inv ctr
CC1=NN(c2ccccc2)C(=O)/C1=C\c1cn(-c2ccccc2)nc1C	nt	-8	3	-5	0	-0.4	-1	-21	13	2
CC1Cc2ccccc2N1C(=O)CCS(=O)(=O)c1cccc2nonc12 (centres undefined)	nt	4	-2	-2	26	0.6	-6	-20	nt	8
Cc1ccc(NC(=O)c2oc3ccccc3c2NC(=O)c2ccc3c(c2)OCO3)cc1	nt	-3	-9	-20	-5	-0.6	1	36	66	16
Cc1cc([N+](=O)[O-])c(C)cc1-c1ccc(/C=N/n2cnnc2)o1	-1	-17	3	7	-1	-1.5	2	24	nt	-6
Cc1ccc(S(=O)(=O)NCc2ccccc2)cc1C(=O)NCC1CCCO1 (centres undefined)	-2	-15	-2	-1	2	3.4	-2	-12	-4	6
CN(CC(=O)Nc1ccc(Cl)cc1)C(=O)c1cc(-c2cccs2)nn1-c1ccccc1	-1	-7	-1	-20	-1	0.9	-2	-5	-1	-12
COc1ccc2nc(C)cc(SCC(=O)N/N=C/c3ccco3)c2c1	2	-4	0	-10	-1	-2.8	4	nt	5	-4
CCCCCCSc1cc(-c2nc3cc(C)ccn3c2NC2CCCCC2)ccc1OC	-27	-18	-1	0	nt	-0.5	-2	4	4	4
CN1N=C(C(=O)N2CCCC(Nc3ccc(F)c(F)c3)C2)CCC1=O (centres undefined)	-1	-20	7	-8	-2	0.7	2	2	1	7
Cc1ccc([N+](=O)[O-])cc1S(=O)(=O)Nc1ccccn1	nt	-17	2	-2	-5	0.6	0	3	-4	0
Nc1nc(=O)n(C2CCCO2)cc1Br (centres undefined)	-1	-5	-1	-2	0	-1.0	0	7	7	-2
CS(=O)(=O)NN1C(=O)c2ccccc2NC1c1cccs1 (centres undefined)	1	-1	-2	-2	-1	-1.8	-1	3	-3	2
COCCCN=C1NN=C(c2cc(C)n(-c3ccccc3F)c2C)CS1	2	6	4	-4	6	1.7	-2	4	-25	-12
COc1ccc(-c2cc3c(=O)n(CC(=O)NC4CCN(Cc5ccccc5)CC4)ncn3n2)cc1	1	6	0	4	0	-0.1	4	16	9	-10
Cc1cc(C)c2c(=O)[nH]c(=O)n(Cc3ccccc3)c2n1	nt	-8	1	-7	0	1.0	1	nt	7	27
CCOC(=O)Nc1c(O)ccc2oc(C)c(-c3ccccc3)c12	-2	1	3	-4	1	-0.6	3	1	nt	15
Cc1cc(C(=O)NNc2ccccc2F)no1	-2	4	0	7	-2	0.9	-3	-15	nt	-38
CCC1(OC(=O)CN(C)C)C(=O)OCc2c1cc1n(c2=O)Cc2cc3c(N)cccc3nc2-1 (centres undefined)	nt	-10	-1	-23	6	-0.8	0	-14	-68	0
O=C(NCCCn1ccnc1)C(=O)NCC1OCCN1S(=O)(=O)c1ccc(F)cc1 (centres undefined)	0	4	-3	-3	nt	1.7	4	-18	nt	8
O=C(COc1ccc(Cl)cc1)Nc1ccc(C(=O)NCc2cccnc2)cc1	nt	-11	2	-18	nt	-1.1	2	-4	nt	0
CC(=O)Nc1cccc(N/C=C(\C=O)c2nc3ccccc3o2)c1	27	1	-3	-20	0	-0.3	0	-1	1	17
O=P(O)(CP(=O)(c1ccccc1)c1ccccc1)c1ccccc1O	nt	-5	2	1	-1	-0.1	-1	-9	11	-9
CCn1c(SCC(=O)N2CCN(c3ccc(F)cc3)CC2)nc2ccccc2c1=O	nt	12	0	-4	-2	0.0	2	22	-3	-9
COC(=O)c1cc(S(=O)(=O)n2nc(C)c(Br)c2C)c(Cl)cc1Cl	nt	-21	-1	-18	0	1.1	4	0	-3	-6
Cc1cc(NCCNC2=CC(=O)CCC2)nc2ccccc12	nt	-16	1	15	1	-0.4	-1	10	-6	8
C=CCN1C(=O)C(O)(CC(=O)c2c(C)n[nH]c2C)c2cc(Br)ccc21 (centres undefined)	nt	-9	2	-2	-7	0.4	1	-8	nt	-5
CCC(C)NC(=O)c1cc(Cl)c(NC(=O)C2=C(C)OCCS2)cc1OC (centres undefined)	5	5	-3	-5	3	-0.1	1	53	28	-5
O=C(Cn1c(=O)n(CCc2c[nH]c3ccccc23)c(=O)c2cccnc21)Nc1ccccc1F	-3	-12	0	-7	nt	-1.4	-4	nt	31	11
Cc1cc(Cl)ccc1NC(=S)NC1CCCC1	-4	-1	-1	3	3	-1.4	-2	45	nt	7
O=C(CN1C(=O)CSC1=O)Nc1ccc2c(c1)OCCO2	-4	2	-2	-7	-4	0.4	3	-10	4	9
CC(=O)N/C(=C/c1ccc2c(c1)OCO2)C(=O)NCc1ccccc1	-3	-8	0	0	0	-0.5	-3	-20	2	12
Cc1ccccc1N1CCN(C2CCCN(C(=O)c3noc4c3CCCC4)C2)CC1 (centres undefined)	-2	-7	5	-9	3	0.1	4	83*	-5	23
Brc1ccc(Cn2c(-c3cncs3)nc3ccccc32)cc1	nt	14	0	-8	-3	-0.8	3	-4	nt	-8
COc1ccc(NC(=O)C(c2ccc(C)cc2)N(C)C(=O)Cc2cccs2)cc1 (centres undefined)	-1	-12	-5	-10	2	-1.3	0	14	6	0
Cc1nn(-c2ccccc2)c(C)c1/C=C/C(=O)OCC(=O)NC1CCS(=O)(=O)C1 (centres undefined)	1	3	-2	-2	nt	-1.1	-2	14	33	5
COc1ccc(C2NC(=S)NC(C)=C2C(=O)c2ccccc2)cc1OC (centres undefined)	-5	4	-1	-5	0	0.9	-1	9	15	4
O=C(O)c1cccc(NC(=O)c2cn(-c3ccccc3)nc2-c2ccc([N+](=O)[O-])cc2)c1	5	4	6	3	2	0.5	1	-22	-3	-2
CCOc1cc2[nH]c(=S)n(Cc3ccc(C(=O)NCCCN(CC)CC)cc3)c(=O)c2cc1OCC	-3	13	-2	30*	26	2.4	4	25	-11	-14
CCOC(=O)C1CCCN(C(=O)c2cc(-c3ccc(C)cc3)nc3ccccc23)C1 (centres undefined)	9	-15	1	-12	3	-3.8	6	38	36	-16
O=C(CCN1C(=O)c2ccccc2C1=O)Nc1cc(F)ccc1F	nt	0	-6	-2	-6	0.1	0	-1	-13	6
Cc1ccc(NC(=O)CN2CCOCC2)cc1S(=O)(=O)N1CCCCC1	-6	-11	6	2	-2	0.6	-2	32	2	9
O=C(COc1cccc(C(F)(F)F)c1)NCC(c1ccco1)N1CCCCC1 (centres undefined)	6	-16	-1	-13	-1	-1.0	-2	-4	-15	5
Cc1ccc(NC(=O)CC2NCCNC2=O)cc1 (centres undefined)	nt	-16	4	-6	-2	-0.3	-1	-24	9	-1
CC(C)(C)NC(=O)C(c1ccco1)N(C(=O)c1csnn1)c1ccccc1 (centres undefined)	-1	-14	3	-2	-1	-0.9	0	-13	nt	-1
COc1ccc(/C=C2/S/C(=N/N=C3\CC4CCC3(C)C4(C)C)NC2=O)cc1 (centres undefined)	-2	-7	-4	-1	1	0.3	-1	-8	nt	-1
COc1ccccc1NC(=O)CSc1nnc(-c2ccccn2)n1Cc1ccco1	nt	0	-3	-15	4	-0.4	0	13	nt	1
COC(=O)c1nn(-c2ccc(OC)cc2)c(=O)cc1O	-5	7	2	1	nt	1.1	1	-19	9	-2
CCCC(C(=O)O)N1C(=O)/C(=C2\C(=O)N(C)c3ccccc32)SC1=S (centres undefined)	nt	-9	0	-3	12	-0.5	-4	-15	-9	-9
CCC(C(=O)N1CCN(C(=O)c2ccco2)CC1)c1ccccc1 (centres undefined)	4	-7	1	1	-2	-1.2	2	-11	nt	-16
CC(C)(C)OC(=O)NC(CNCc1ccccc1)Cc1ccccc1 (centres undefined)	-12	-18	-2	-2	nt	1.3	-1	-16	14	-10
CCCCCCCCCc1nc(N)n[nH]1	nt	-17	-2	-4	-4	0.6	-4	-32	4	9
CC(C)(C)OC(=O)N[C@H](C(=O)OC(C)(C)C)c1ccc(C(F)(F)F)cc1	-1	-1	0	-11	nt	0.8	2	10	1	-3
CCOC(=O)c1ccoc1CSCc1ccc(C(=O)OC)o1	0	-7	1	-6	3	-0.4	-1	-14	nt	3
S=C(NCCc1ccccc1)N1CCN(Cc2ccc(Cl)c(Cl)c2)CC1	-1	-11	-4	1	0	2.4	-1	26	-9	4
Cc1nn(-c2ccc(Cl)cc2Cl)c(=O)c2ccccc12	-4	-2	-1	0	-8	-2.2	0	27	-2	33
CC(Oc1cc2oc(=O)c3c(c2cc1Cl)CCC3)C(=O)NCCCN1CCOCC1 (centres undefined)	-1	-12	4	-13	8	-1.1	1	-12	7	21
CN(C)CCNC(=O)c1c(CSc2ccccc2)noc1C(=O)NCc1ccccc1	-1	-14	0	-1	nt	-0.8	2	1	9	18
CCOC(=O)c1c(-c2ccc(-c3ccccc3)cc2)csc1NC(=O)CNCCN(C)C	-3	0	3	-38	34	3.3	2	-5	-30	-9
CCOC(=O)C1CCN(C(=O)c2cc(COc3ccc(F)cc3F)on2)CC1	17	6	4	-3	-3	0.3	8	-13	111*	-19
Cc1cc(C(C)(C)C)oc1C(=O)N(CC(=O)NC1CCCC1)Cc1ccc(F)cc1	nt	14	2	-6	5	9.6	-7	31	-9	16

The results go on:
SMILES	Wnt act	PvdQ inh	V-ATPase pHluor	dFosB act	NSD2 HMT inh	CDK5 p35 inh	HTR5A ag ctr	SR-BI HDL uptake	MITF act	HTR5A inv ctr
CCC1CCCCN1C(=O)c1ccc(OC2CCN(C(=O)C3CC3)CC2)cc1 (centres undefined)	0	24	-1	-5	7	0.3	0	43	-5	11
CCN(CC)c1ccc(C=NNc2ccc([N+](=O)[O-])cn2)cc1	48*	-8	-4	-3	0	0.0	0	84*	44	-1
CC1CCCN(C(=O)Cn2nnc(-c3ccc(N(C)C)cc3)n2)C1 (centres undefined)	nt	-12	0	2	nt	1.0	-1	2	nt	3
Cc1cc(/C=C2\SC(N)=NC2=O)c(C)n1-c1ccccc1	nt	-6	2	-10	-1	-0.8	4	-1	41	-9
Cc1ccccc1CN(C)CCc1ccccn1	-1	1	1	8	36	-0.6	1	-46	-1	-20
CSc1nnc(-c2cc(C)on2)n1-c1ccccc1	nt	-9	3	-5	3	1.3	6	-57	-4	-6
CC(C)(C)c1nnc(NC(=O)CCS(=O)(=O)c2ccccc2)s1	-6	-13	0	-2	1	0.9	2	nt	-5	-20
CN(C)c1cccc(Oc2nc3c(c(=O)n(C)c(=O)n3C)n2C)c1	-1	-7	-1	-3	5	-1.8	-4	89*	nt	15
CC(Sc1nnc(-c2ccc(O)cc2)o1)C(=O)Nc1cccc2ccccc12 (centres undefined)	2	-9	4	7	0	0.5	2	-17	nt	-10
CCOc1cccc2cc(-c3cn4cc(C)ccc4n3)c(=O)oc12	22	-8	0	-10	-3	-2.6	-1	22	-42	-8

One compound at a time (already shown).
Cc1cc(C(C)(C)C)oc1C(=O)N(CC(=O)NC1CCCC1)Cc1ccc(F)cc1 in the list: Wnt act = nt; PvdQ inh = 14; V-ATPase pHluor = 2; dFosB act = -6; NSD2 HMT inh = 5; CDK5 p35 inh = 9.6; HTR5A ag ctr = -7; SR-BI HDL uptake = 31; MITF act = -9; HTR5A inv ctr = 16
COc1ccc(C2NC(=S)NC(C)=C2C(=O)c2ccccc2)cc1OC (centres undefined) in the list: Wnt act = -5; PvdQ inh = 4; V-ATPase pHluor = -1; dFosB act = -5; NSD2 HMT inh = 0; CDK5 p35 inh = 0.9; HTR5A ag ctr = -1; SR-BI HDL uptake = 9; MITF act = 15; HTR5A inv ctr = 4

Source: PubChem BioAssay
